TGFb SMAD3 inh: blocks TGF-b signaling. Potency, µM (top dose mostly 46.1 µM), inactives show top-dose activity, negative = inhibition, usual class: inhibitors. AID 588855. hit rate 1.2% among 410,000. HepG2 CAGA-GFP TGF-b/SMAD3 reporter, GFP fluorescence, 18 h; TGF-beta stimulated, 500 pg/mL final; note: potency is the fitted concentration of half-maximal effect; % is set by controls: 0 for no effect and ±100 for the full control effect; nearly all actives have a fitted effect of over 65% in size
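HEPG2 CAGA-GFP cells (1000/well, DMEM with 1% FBS) were pre-incubated 2 h at 37 degrees C, given compound by pin tool, then stimulated with TGF-beta at 500 pg/mL final for 18 h before per-cell GFP fluorescence imaging.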
Nrf2 block: inhibitors of Nrf2 signaling; A549 ARE-Fluc reporter, luciferase luminescence, 18-24 h; Potency, µM (doses to about 46 µM), for inactives: at the top dose activity change, negative = inhibition, usual class: inhibitors; hit rate 2.1% among 360,000; note: potency is the fitted concentration of half-maximal effect; % is set by controls: 0 for no effect and ±100 for the full control effect; nearly all actives have a fitted effect of over 60% in size
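Nrf2 function is reported as luminescence of an ARE-controlled luciferase in A549 cells. Compounds were tested at several concentrations, and a CellTiter-Fluor read on the same wells flagged cytotoxicity.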
MmCpn inh: M. maripaludis TRiC chaperonin inhibition; purified Mm-Cpn ATPase, ADP Transcreener TR-FRET; Potency, µM (series often up to 76.9 µM), inactives show at the top dose activity, negative = inhibition, most hits filed as inhibitors; hit rate 0.031% among 330,000; AID 504842; note: potency is the fitted concentration of half-maximal effect; % is set by controls: 0 for no effect and ±100 for the full control effect; nearly all actives have a fitted effect of over 80% in size
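Quantitative HTS used 25 nM Mm-CPN and 10 uM ATP in magnesium/KCl Tris buffer, pH 7.4, with 1 mM DTT. Hydrolysis ran 30 min at 37°C; ADP was read by HTRF.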
Nrf2 activator: activates Nrf2 signaling; AREc32 ARE-luciferase reporter (MCF7-derived line), luminescence, 24 h; Potency, µM (titrated, usually from 46.1 µM), without a hit: at the highest dose activation, hits mostly activators; hit rate 0.31% among 410,000; note: potency is the fitted concentration of half-maximal effect; % of control where 0% means no effect; nearly all actives have a fitted effect of over 65% in size
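Quantitative high-throughput format: AREc32 reporter cells, 1000 per well, received compound by pin transfer and were incubated 24 hr at 37 deg C, 5% CO2, before Steady-Glo luminescence detection.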
pAkt inh: Akt phosphorylation inhibition; Neuro2A IGF-stimulated pAkt S473 HTRF, 20 min; hits give low values; activity change, % for hits at 50 µM; hit rate 0.32% among 360,000; AID 651550; in the data active = activity change below about -80%; inconclusive = mostly about -51% to -80%; note: % is set by controls: 0 for no effect and ±100 for the full control effect
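Single-point screen (50 µM final compound) in Neuro2A cells stimulated 20 min with 6 nM IGF at 37 deg C. After lysis, Ser473-phosphorylated Akt read by HTRF (ex 330 nm, em 615/665 nm) as the 665/615 ratio.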
CCT modulator: cytosolic chaperonin activity modulation. purified chaperonin ATPase assay, HTRF ADP detection, 30 min. hit rate 0.3% among 360,000. activity change, % (test concentration not listed), hits read low; in the data active = activity change below about -30%; note: % is set by controls: 0 for no effect and ±100 for the full control effect
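TRiC at 40 or 20 nM final (batch-dependent) in 30 mM Tris pH 7.4, 100 mM KCl, 5 mM MgCl2, 1 mM DTT, with compound at single 76 uM and 10 uM ATP, 30 min at 37 deg C. ADP detected by HTRF Transcreener, 665/615 ratio.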
A549 viability: kills or reduces viability of A549 cells in Nrf2 counter-screen; hit rate 0.16% among 390,000; Potency, µM (series often up to 46 µM), inactives show at the highest dose activity change, negative = cytotoxicity, actives largely listed as inhibitors; A549 ARE-Fluc cells, CellTiter-Fluor viability, 18-24 h; note: potency is the fitted concentration of half-maximal effect; % is set by controls: 0 for no effect and ±100 for the full control effect
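A549 ARE_Fluc cells in 5% FBS OPTI-MEM were exposed to compounds in concentration-response for 18-24 h at 37 deg C. Viability was read by CellTiter-Fluor fluorescence (Ex 405/Em 525) after 30 min, before the luciferase read.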
EPAC2 antagonist: blocks human EPAC2 exchange factor; Q8WZA2; EPAC2 GEF exchange of Rap1B-BODIPY-GDP, fluorescence; Potency, µM (series often up to 114 µM), for the others: top-dose activity, negative = inhibition, actives largely listed as inhibitors; hit rate 0.18% among 360,000; AID 720708; note: potency is the fitted concentration of half-maximal effect; % is set by controls: 0 for no effect and ±100 for the full control effect; nearly all actives have a fitted effect of over 45% in size; many of its hits are not listed in these tables
Target sequence (Q8WZA2 whole entry, looked up): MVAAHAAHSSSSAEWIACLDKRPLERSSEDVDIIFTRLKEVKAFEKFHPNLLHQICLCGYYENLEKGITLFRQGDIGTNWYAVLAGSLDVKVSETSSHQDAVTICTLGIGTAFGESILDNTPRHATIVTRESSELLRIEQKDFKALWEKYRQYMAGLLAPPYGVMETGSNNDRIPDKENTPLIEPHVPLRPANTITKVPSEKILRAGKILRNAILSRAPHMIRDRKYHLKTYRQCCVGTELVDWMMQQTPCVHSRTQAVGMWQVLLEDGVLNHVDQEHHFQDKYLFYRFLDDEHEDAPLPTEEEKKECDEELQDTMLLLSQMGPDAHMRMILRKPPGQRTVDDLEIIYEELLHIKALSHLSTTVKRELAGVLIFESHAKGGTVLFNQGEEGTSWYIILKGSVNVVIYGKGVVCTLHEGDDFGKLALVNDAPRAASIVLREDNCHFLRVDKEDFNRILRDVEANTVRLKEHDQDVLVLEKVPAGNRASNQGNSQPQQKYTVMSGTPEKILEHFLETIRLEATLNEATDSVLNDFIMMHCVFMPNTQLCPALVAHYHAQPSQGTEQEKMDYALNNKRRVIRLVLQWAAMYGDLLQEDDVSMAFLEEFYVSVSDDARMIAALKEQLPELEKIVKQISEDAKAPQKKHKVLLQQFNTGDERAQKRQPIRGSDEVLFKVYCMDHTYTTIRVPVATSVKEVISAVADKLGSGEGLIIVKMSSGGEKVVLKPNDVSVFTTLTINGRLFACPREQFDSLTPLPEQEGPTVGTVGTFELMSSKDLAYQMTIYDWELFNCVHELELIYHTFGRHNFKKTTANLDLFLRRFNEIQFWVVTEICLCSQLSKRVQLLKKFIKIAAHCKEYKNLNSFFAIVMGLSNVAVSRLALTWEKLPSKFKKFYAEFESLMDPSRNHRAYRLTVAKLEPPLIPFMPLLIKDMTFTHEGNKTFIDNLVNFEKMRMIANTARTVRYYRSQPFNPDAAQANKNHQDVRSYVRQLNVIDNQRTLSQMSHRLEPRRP
EPAC2 agonist: agonists of human EPAC2 (RAPGEF4). Q8WZA2. EPAC2 activation, biochemical qHTS; response scale: 100% = 6.5 mM cAMP response. Potency, µM (highest dose often 154 µM), for inactives: top-dose activation, actives largely listed as activators. hit rate 0.079% among 360,000. AID 720711; note: potency is the fitted concentration of half-maximal effect; nearly all actives have a fitted effect of over 50% in size
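Compounds were added across a concentration range to EPAC2 (100 nM), RAP1B-BODIPY-GDP (250 nM) and GDP (50 uM). After 5 min at room temperature, fluorescence was recorded at 5-min intervals for 30 min.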
Numbers without * were called inactive; i = inactive; ? = inconclusive; / = no result given; [ ] = remark or other dose. Unless noted, calls come from the whole dose curve; as a rule, active = well fitted curve in the direction sought with a large enough effect; inconclusive = small, poorly fitted or top-dose-only effect, or another doubt; inactive = no such curve, though single readings can be large; an effect the other way counts as inactive or inconclusive.

Structure,TGFb SMAD3 inh,Nrf2 block,MmCpn inh,Nrf2 activator,pAkt inh,CCT modulator,A549 viability,EPAC2 antagonist,EPAC2 agonist
COc1ccc(-c2nn(-c3ccccc3)cc2C(=O)NC(=S)N2CCOCC2)cc1OC,3%,?,-4%,0.2%,i,-1.0,-15%,9%,-11%
O/N=C1/CCCSc2ccccc21,9%,15%,0%,-0.6%,i,-0.8,?,-17%,11%
Cc1ccc(-c2[nH]c3c(c2-c2c(-n4cccc4)n(C)c(=O)[nH]c2=O)c(=O)[nH]c(=O)n3C)cc1,1%,7%,/,0.5%,/,/,7%,/,/
C/C(=N\NC(=O)c1cccnc1)c1ccc(Br)cc1,-1%,9%,-2%,-0.1%[9.22 µM],i,-2.7,5%,2%,9%
COc1ccc(NC(=O)CC2C(=O)N(c3ccc(Cl)cc3)C(=S)N2NC(=O)c2cccc(F)c2)cc1 (stereo not given),-11%,16%,0%,11%,i,-1.0,4%,7%,-1%
FC(F)(F)c1ccc(NC(=S)NC2CCCCC2)cc1,?,?,-6%,3.1%,i,0.5,?,-22%,-12%
O=C(Cc1ccc(S(=O)(=O)N2CCOCC2)s1)Nc1nc2c(s1)CCCC2,32%[activator],-20%,-7%,-0.8%,i,-3.8,-13%,6%,7%
CCOc1ccc(OCCn2c(=S)[nH]c3c(N)ncnc32)cc1,1%,-15%,1%,0.3%,i,-0.9,2%,0%,-1%
O=C(NCCCCc1ccccc1)NC[C@@H]1CC[C@@H](Cc2ccc(-c3ccccc3)cc2)O1,?,?,2%,1.4%,i,-0.2,0%,?,11%
CCNC(=O)c1c(C)[nH]c(C(=O)OCC)c1C,0%,/,0%,0.2%,i,0.2,20%,25%,-1%
Nn1c(SCc2ccc(F)cc2)nnc1-c1ccccn1,0%,22%,0%,2.9%,i,-15,-3%,6%,3%
COc1cc(Nc2cccc(-c3ccccc3)n2)cc(OC)c1OC,58%[activator],/,/,3.2%,i,-1.6,/,-8%,13%
Cc1onc(-c2ccccc2)c1C(=O)N1CCOCC1,-2%,-7%,2%,-0.6%,i,-3.0,0%,-26%[57.1 µM],-20%
O=C(CCN1CCOCC1)Nc1ccc(Cl)cc1,25%,-6%,0%,0.2%,i,0.1,-17%,2%,7%
O=C(CCN1C(=O)c2ccccc2S1(=O)=O)Nc1cccc2ccccc12,3%,?,-2%,-0.4%,i,-1.6,9%,0%,4%
Cc1cc(NC(=O)CSc2nnnn2-c2ccc(C(C)C)cc2)no1,7%,-16%,5%,-0.8%,i,2.1,-3%,14%,-1%
COc1ccc(CNC(=O)c2cc(=O)c3ccccc3o2)cc1,-12%,13µM*,-1%,-0.7%,i,1.6,3%,2%,9%
COc1ccc(N(C(=O)c2cccc(OC)c2OC)C2C=CS(=O)(=O)C2)c(OC)c1 (stereo not given),-1%,5%,-2%,0.6%,/,0.8,10%,5%,-6%
N#Cc1ccc(OCc2c(-c3ccccc3)nnn2CC(=O)O)cc1,0%,/,/,-0.5%[9.22 µM],i,0.1,/,-5%,5%
CCOC(=O)CNC(=O)CSc1nnc(-c2ccccc2)c(-c2ccccc2)n1,-12%,?,-3%,0.2%,i,4.3,-1%,4%,8%
O=C(Cc1ccccc1)N1N=C(c2ccncc2)CC1(O)C(F)(F)F (stereo not given),0%,-2%,-1%,-0.5%,i,-1.8,1%,-4%,5%
COc1ccc(OC)c(NC(=O)c2cc(S(=O)(=O)N3CCCC3)cn2C)c1,3%,-9%,3%,2.4%,i,-0.9,-2%,7%,-6%
S=C1NC[C@H](CC2CCCCC2)N1CCCCC1CCCCC1,-13%,-11%,2%,-0.5%,i,-2.2,11%,-11%,14%
CC(C)(C)Nc1nc(N)nc(Cl)n1,-2%,4%,-3%,3.0%,i,1.3,-7%,-8%,6%
Cc1cccc2c(C(=O)n3cccn3)cc(-c3ccccc3Cl)nc12,0%,15%,-17%,-0.2%,i,0.3,2%,15%,2%
Cc1cc(C)n(CC(=O)O)c(=O)c1[N+](=O)[O-],-13%,6%,-1%,1.2%,i,-0.9,4%,-2%,-1%
Cc1nnc(NC(=O)c2ccc(-c3ccc([N+](=O)[O-])cc3)o2)s1,19%,-21%,0%,0.6%,i,-1.5,-10%,3%,4%
CC1(C)Cc2c(C#N)c(SCC(=O)c3ccccc3)nc(N3CCOCC3)c2CS1,0%,16µM*,?,-0.4%,i,1.9,-18%,-2%,6%
Cc1[nH]c2ccccc2c1C(=O)CN1CCN(c2ccc(Cl)cc2)CC1,-21%,-6%,-17%,-0.7%,i,-0.3,0%,-1%,-6%
CCOc1ccc(CCNC(=O)CCCc2cc(-c3ccc(OCC)cc3)on2)cc1,-27%,15%,/,-3.5%,/,/,3%,/,/
COc1ccc(-c2c(C)[nH]n3c(=O)c(Cc4ccccc4)c(C)nc23)cc1OC,-6%,?,-5%,-0.6%,i,2.2,-12%,-1%,0%
CCC(=O)Oc1ccc(C2Nc3ccccc3-c3nnc(SC)nc3O2)cc1 (stereo not given),23%,6%,/,3.4%,/,/,0%,/,/
O=C(CC[C@H]1O[C@@H](n2ccc(=O)[nH]c2=O)[C@H](O)[C@@H]1O)NCC1CCCO1 (stereo not given in full),1%,/,/,0.6%,i,0.9,/,2%,-1%
COc1ccc(OC)c(NC(=O)c2cc(-c3ccc(Cl)s3)nc3ccccc23)c1,6%,10%[9.27 µM],/,-0.4%,/,/,0%,/,/
O=C(O)c1ccc(NS(=O)(=O)c2cccc(C(=O)Nc3ccc([N+](=O)[O-])cc3)c2)cc1,3%,4%,0%,-0.4%,i,-3.3,-4%,5%,2%
COc1cccc(C(C(=O)NC(C)(C)C)N(Cc2ccc(F)cc2)C(=O)CCC(=O)Nc2cc(C)on2)c1OC (stereo not given),-14%,-14%,1%,0.3%,i,-2.3,-9%,-10%,-16%
C(=N\n1cnnc1)/C1CCCCC1,14%,9%,1%,9.3%,i,-4.0,5%,-2%,11%
O=C(C[C@@H]1C/C=C\CCC(=O)O[C@H](c2ccccc2)CNC1=O)N[C@H](CO)Cc1ccccc1,-17%,-1%,2%,-0.8%,i,-3.7,-1%,13%,6%
Cc1ccsc1CNC1C2CC3CC(C2)CC1C3 (stereo not given),8%,-28%,-5%,-0.2%,i,-3.6,-2%,-3%,11%
O=C(CCCN1C(=O)/C(=C/c2ccccc2Cl)SC1=S)NNC(=O)c1ccncc1,30%[activator],26µM*,4%,-1.0%,i,-0.3,-31%,1%,-1%
CCCCN(C(=O)CSc1nnc(-c2ccc(Cl)cc2)o1)c1c(N)n(CC(C)C)c(=O)[nH]c1=O,0%,18µM*,-4%,-0.4%,i,1.2,?,29%,-8%
C/C(=N\NC(=O)c1ccc(CSc2nncn2C)cc1)c1ccc(C#N)cc1,-5%,3%,0%,-0.7%,i,-0.9,-6%,-3%,10%
COc1ccccc1C1C(C(=O)c2ccc(C)o2)=C(O)C(=O)N1c1cc(C)on1 (stereo not given),-5%,?,-13%,5.2%,i,-3.5,?,-8%,-5%
COc1ccc(CC(=O)NCC(=O)N/N=C/c2cc(Br)ccc2OC)cc1,-26%,-29%,0%,-1.4%,i,-14,-4%,-1%,-3%
Cc1ccnc(NC(=O)c2ccco2)n1,1%,?,1%,13µM*,i,-0.8,-1%,6%,-6%
Cc1nc2ccc(S(=O)(=O)NCC(=O)N3CCC(N4CCCCC4)CC3)cc2s1,2%,10%,-3%,-0.2%,i,-0.3,-7%,14%,7%
COc1ccc(NC(=O)N2CCN(S(C)(=O)=O)CC2)cc1,-29%,1%,3%,1.5%,i,-0.1,-8%,5%,1%
CCCCC1CCC(C(=O)N(CCC(C)C)c2c(N)n(CCCC)c(=O)[nH]c2=O)CC1 (stereo not given),-2%,/,/,0.0%,i,-0.1,/,6%,-15%
CCOC(=O)C1=C(CS(=O)(=O)c2ccc(F)cc2)NC(=O)NC1c1ccc(O)c(O)c1 (stereo not given),-2%,8%,-1%,2.3%,i,-0.7,8%,5%,13%
COc1ccc(NC(=O)c2cc(-c3cc(F)ccc3OC(C)C)n[nH]2)c(C)c1,1%,/,/,-0.6%,i,-1.6,/,-15%,6%
O=C(COC(=O)/C=C/c1ccc(OC(F)F)cc1)NC1CCCCC1,-7%,2%,-2%,-0.1%,i,0.3,-1%,11%,0%
COC(=O)c1cc(=O)n(Cc2cccs2)c(=Nc2ccc(F)cc2)s1,?,-9%,1%,-4.5%,i,-0.2,-12%,-3%,16%
CCCC(C)NC(=O)C1CC(=O)N(CCc2ccc(F)cc2)C1 (stereo not given),3%,6%,0%,-1.0%,i,-0.2,2%,0%,-7%
C[n+]1cccc(C(=O)N/N=C/c2ccc3c(c2)OCO3)c1,3%,0%,0%,0.3%,i,0.8,3%,14%,2%
CN1CCN(C(=O)c2cccn(Cc3cccc(Cl)c3)c2=O)CC1,-20%,4%,-5%,-0.3%,i,-2.5,-1%,0%,10%
CCOC(=O)Cc1csc(NC(=O)CCSc2ccccc2)n1,2%,-3%,-3%,0.8%,i,-2.0,0%,-1%,4%
Cc1c(C(N)=O)sc2ncn(CC(=O)NCCc3ccccc3)c(=O)c12,22%,-1%,0%,0.2%,i,0.8,-4%,3%,-1%

Not all compounds are listed; the hit share may differ from the screen's.
